Source: PubChem BioAssay (National Center for Advancing Translational Sciences (NCATS))
GAA glycogen – alters human alpha-glucosidase cleavage of glycogen | recombinant GAA, glycogen substrate, Amplex Red glucose oxidase fluorescence | Potency, µM (top dose mostly 76.4 µM), for inactives: top-dose activity change, negative = inhibition, actives largely listed as inhibitors | 300,000 compounds, 0.38% hits; active means well fitted inhibition curve with a large enough effect; inconclusive means small, poorly fitted or top-dose-only effect, or another doubt; inactive means no such curve, though single readings can be large or run the other way;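 further: 0% = full enzyme reaction and -100% = no-enzyme basal signal; the screen sought inhibitors and activators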
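qHTS, 1536-well; enzyme 4 nM final; cpd up to 77 uM; substrate bovine liver glycogen 30 ug; 50 mM citrate/phosphate pH 5.0, 0.01% Tween-20; 37 C, 40 min; Amplex Red detection 45 min RT; Hill fit → AC50.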
* marks the source's active call; other numbers are inactive results; ? = inconclusive; [ ] = dose if it differs, or a comment. Potency means the concentration at half of the fitted maximal effect. Not all compounds are listed, so the mix of outcomes need not match the whole.

SMILES	GAA glycogen
CCN1C(=O)CSC1=Nc1ccc(C(=O)O)cc1	3%[76.3 µM]
Brc1ccc(NC(c2ccccc2)c2ccncc2)cc1 (stereo not drawn)	0%
CCOc1ccc(C2CC(=O)Nc3c2c(=O)nc(SCc2ccccc2C)n3C)cc1OC (stereo not drawn)	1%[76.3 µM]
O=C(c1ccc(S(=O)(=O)Nc2cccc(C(F)(F)F)c2)cc1)N1CCC1	-5%[76.3 µM]
Cc1ccc2c(Cl)c(C(=O)NCC(c3ccco3)N3CCCC3)sc2c1 (stereo not drawn)	-5%[76.3 µM]
CCOc1ccc(NC(=O)Cc2ccc(S(=O)(=O)N3CCOCC3)s2)cc1OCC	6%[76.3 µM]
COc1ccccc1NC(=O)N1c2ccccc2Sc2ccccc21	-13%[76.3 µM]
Cc1ccc(OCC(=O)NCCNC(=O)c2cnccn2)cc1	1%
Cc1ccc(N2CCN(C(=O)NCc3noc4ccccc34)CC2C)cc1 (stereo not drawn)	-7%[76.3 µM]
CC(C(=O)N1CCN(c2ccccc2)CC1)c1ccc([N+](=O)[O-])cc1 (stereo not drawn)	-5%[76.3 µM]
O=[N+]([O-])c1cccc(Oc2cnccn2)c1	-5%
CCC(=O)N1CCc2cc(S(=O)(=O)N(C)c3ccc(Br)cc3)ccc21	2%
CCOc1ccc2nc(N3CCCC(C(=O)NCCc4ccc(SC)cc4)C3)sc2c1 (stereo not drawn)	-4%[76.3 µM]
COc1cc(/C=C2\C(=N)N3N=C(S(C)(=O)=O)SC3=NC2=O)ccc1OCCOc1ccc(C)cc1	-5%
O=C(Nc1ccccc1)Nc1cccc(-c2nnco2)c1	2%
Cn1ncc([N+](=O)[O-])c1C(=O)Nc1ccccc1	-5%[76.3 µM]
Cc1cccc(Cn2c(-c3cccs3)nc3ccccc32)c1	9%[76.3 µM]
COc1ccc(NC(=O)C2CCCN2S(=O)(=O)c2ccc(Cl)cc2)cc1 (stereo not drawn)	0%[76.3 µM]
O=C1NC2(CCCCCC2)C(=O)N1Cc1ccc(Br)cc1	-2%[76.3 µM]
O=C(CSc1ccccc1)Nc1ccc2c(c1)C(=O)NC2=O	-6%[76.3 µM]
O=C1OCc2ccc(NC(=O)c3c(F)cccc3Cl)cc21	-8%[76.3 µM]
CCOc1ccccc1NC(=O)N1CC(C)Oc2ccc(Cl)cc21 (stereo not drawn)	-8%[76.3 µM]
Cc1ccc(C)c(NC(=O)Nc2cccc(-c3cn4cccnc4n3)c2)c1	5%[76.3 µM]
CCCCN1C(=O)C(O)(CC(=O)c2ccc(C)cc2C)c2cc(Br)ccc21 (stereo not drawn)	4%[76.3 µM]
Cc1c(OCC(=O)Nc2cccnc2)ccc2c3c(c(=O)oc12)CCC3	-7%[76.3 µM]
CCOc1ccc(NC(=O)c2cc3ccccc3cc2OC)cc1	-3%[76.3 µM]
CC(C)(C)c1ccc(/C=N/N2C(=O)CSC2=S)cc1	-7%
CSCC[C@H](NC(=O)[C@H](Cc1ccccc1)n1c(=O)[nH]c2ccccc2c1=O)C(=O)N1CCC[C@H]1C(=O)O	20%[76.3 µM]
Cn1c(=O)c2c(-c3ccccc3Br)n(Cc3ccccc3)cc2n(C)c1=O	-12%[76.3 µM]
O=C(c1nc(-c2ccc(Cl)cc2)n2c1CCCCC2)N1CCN(c2ccccc2)CC1	-11%[76.3 µM]
O=C(O)/C=C/C(=O)Nc1ccc(C2(c3ccc(NC(=O)/C=C/C(=O)O)cc3)c3ccccc3-c3ccccc32)cc1	9%[76.3 µM]
Cc1ccc(NC2=CC(=O)CC(C)(C)C2)cc1Cl	4%
Cc1cc(F)ccc1NC(=O)C1CCN(S(=O)(=O)c2ccc3c(c2)CCCC(=O)N3)CC1	-19%[76.3 µM]
NC(c1ccccc1)c1cccnc1 (stereo not drawn)	-8%[76.3 µM]
CCN(CC)c1ccc2cc(C(=O)NCc3ccc(F)cc3)c(=N)oc2c1	0%[76.3 µM]
Cc1ccc(S(=O)(=O)NCCNS(=O)(=O)c2ccc(C)cc2)cc1	-4%

Quoted from the entries so far for reference:
SMILES	GAA glycogen
Cc1cc(F)ccc1NC(=O)C1CCN(S(=O)(=O)c2ccc3c(c2)CCCC(=O)N3)CC1	-19%[76.3 µM]
NC(c1ccccc1)c1cccnc1 (stereo not drawn)	-8%[76.3 µM]
CCN(CC)c1ccc2cc(C(=O)NCc3ccc(F)cc3)c(=N)oc2c1	0%[76.3 µM]
Cc1ccc(S(=O)(=O)NCCNS(=O)(=O)c2ccc(C)cc2)cc1	-4%

(next part)
SMILES	GAA glycogen
CC(=O)N1CCN(c2ccc(NCc3cccc4ccccc34)cc2)CC1	-16%[15.3 µM]
Cc1ccc(CNC(=O)c2cc(NS(=O)(=O)c3ccc(C)cc3)ccn2)cc1	11%[76.3 µM]
COc1ccc(CSc2nc3ccncc3n2CC(=O)Nc2ccc(C)c(F)c2)cc1	8%[76.3 µM]
CCOC(=O)CC1(NC(=O)C2CCC(=O)N(Cc3ccccc3OC)C2)CCCCC1 (stereo not drawn)	4%[76.3 µM]
COc1cccc(OC)c1NC(=O)CN1CCN(C)CC1	6%
Cc1cccc(N(C(=O)CCC(=O)Nc2cc(C)on2)C(C(=O)NC2CCCC2)c2ccccc2)c1 (stereo not drawn)	12%
O=C(COc1cccc(Cl)c1)NCc1ccccc1	6%[76.3 µM]
O=C(O)C1=CC(c2ccc(Br)cc2)n2ncnc2N1 (stereo not drawn)	11%[76.3 µM]
O=C(CSc1oc(-c2cccs2)nc1S(=O)(=O)c1ccccc1)Nc1ccc(F)cc1	0%[76.3 µM]
Cc1cccc(NC(=O)NCc2cccnc2)c1C	-4%[76.3 µM]
Clc1ccc2nc(-c3cccs3)c(Nc3ccc4c(c3)OCCO4)n2c1	?
Cc1cccnc1NC(=O)CCn1c(=O)oc2ccccc21	4%[76.3 µM]

3 of the entries above in order of their number in GAA glycogen, high to low:
Molecule | GAA glycogen
Cc1cccc(N(C(=O)CCC(=O)Nc2cc(C)on2)C(C(=O)NC2CCCC2)c2ccccc2)c1 (stereo not drawn) | 12%
Cc1ccc(NC2=CC(=O)CC(C)(C)C2)cc1Cl | 4%
COc1cc(/C=C2\C(=N)N3N=C(S(C)(=O)=O)SC3=NC2=O)ccc1OCCOc1ccc(C)cc1 | -5%

Next compounds:
SMILES	GAA glycogen
CCOC(=O)c1c(CN2CCN(c3ccccc3)CC2)oc2cc(Br)c(O)cc12	-6%
COC(=O)C(C(=O)OC)C(CC(=O)c1ccc(C)cc1)c1cc(OC)c(OC)c(OC)c1 (stereo not drawn)	-1%
COc1ccc(CNC(=O)c2sccc2-c2ccccc2)cc1OC	-2%[76.3 µM]
Cc1ccc(C)c(OCC(=O)Nc2ccncc2)c1	21%[76.3 µM]
Cc1c(C(C)(C)O)[nH]c2cc(C(F)(F)F)ccc12	-8%[76.3 µM]
COc1ccc(Nc2nnc(Cc3ccncc3)c3ccccc23)c(OC)c1	-6%
Cn1c(CC(=O)NN)c(Sc2ccccc2)c2ccccc21	-3%
Cc1nc(N2CCN(c3ccccc3O)CC2)c2c(-c3ccccc3)csc2n1	-2%
Nc1nc(NCCO)nc(NC2CCCCC2)c1[N+](=O)[O-]	-6%
CCN(CC)S(=O)(=O)c1ccc(OC)c(NC(=O)CCS(=O)(=O)Cc2ccccc2)c1	2%[76.3 µM]
CCCCNC(=O)C1CCC(=O)N1CCc1ccccc1 (stereo not drawn)	-6%
CCOC(=O)CC1C(=O)NCCN1C(=S)NC(=O)c1ccccc1OC (stereo not drawn)	5%[76.3 µM]

By substructure, those above with a furan ring, fused or not (2)
SMILES	GAA glycogen
Cc1ccc2c(Cl)c(C(=O)NCC(c3ccco3)N3CCCC3)sc2c1 (stereo not drawn)	-5%[76.3 µM]
CCOC(=O)c1c(CN2CCN(c3ccccc3)CC2)oc2cc(Br)c(O)cc12	-6%

Continuation.
SMILES	GAA glycogen
Cc1c(CCC(=O)NCCc2ccccc2)c(=O)oc2c(C)c(O)ccc12	16%[76.3 µM]
COc1cc(/C=N\NC(=O)C(C)(C)O)ccc1OC/C=C/c1ccccc1	0%[76.3 µM]
COc1ccc(S(=O)(=O)N(CCc2ccccc2)CC(=O)NCc2ccccc2)cc1OC	11%[76.3 µM]
COc1ccc(NC2CCCN(C(=O)c3ccc4nccnc4c3)C2)cc1OC (stereo not drawn)	-26%[76.3 µM]
CC1c2cc3c(cc2CCN1CC(=O)Nc1ccc(S(=O)(=O)N2CCCC2)cc1)OCCCO3 (stereo not drawn)	-3%[76.3 µM]
Cn1c(=O)c(=O)n(C)c2cc(S(=O)(=O)N3CCOc4ccccc43)ccc21	-2%
O=C(CN1C(=O)C2C3C=CC(C3)C2C1=O)OCC(=O)c1ccc(Cl)cc1 (stereo not drawn)	-1%[76.3 µM]
O=C(Nc1ccc(Cl)c(-c2nc3cc(Cl)ccc3o2)c1)c1cc2ccccc2o1	-13%[76.3 µM]
CN1CCN(C(=O)c2ccc(COc3cc(Cl)ccc3Cl)o2)CC1	-4%
COc1cccc(-n2c(=O)c3c4c(sc3n(Cc3ccc(C)cc3)c2=O)CCCC4)c1	-8%[76.3 µM]
CN(C)CCCNC(=O)C1(O)c2cc(Br)ccc2NC(=O)N1c1ccc(Cl)cc1 (stereo not drawn)	1%
COc1ccc(CCNC(=O)CCCn2c(=O)c3ccccc3n(Cc3cccc(Cl)c3)c2=O)cc1OC	-2%[76.3 µM]

Among those listed so far, four contain a nitro group on carbon:
SMILES	GAA glycogen
CC(C(=O)N1CCN(c2ccccc2)CC1)c1ccc([N+](=O)[O-])cc1 (stereo not drawn)	-5%[76.3 µM]
O=[N+]([O-])c1cccc(Oc2cnccn2)c1	-5%
Cn1ncc([N+](=O)[O-])c1C(=O)Nc1ccccc1	-5%[76.3 µM]
Nc1nc(NCCO)nc(NC2CCCCC2)c1[N+](=O)[O-]	-6%

Additional entries:
SMILES	GAA glycogen
COc1ccc(S(=O)(=O)c2cn(Cc3ccccc3)c3cc(N4CCCC4)c(F)cc3c2=O)cc1	-10%[76.3 µM]
Cc1ccccc1OCC(O)CN1C(=O)c2ccccc2C1=O (stereo not drawn)	7%
COc1ccc(C2CC(=O)N(Cc3cccc(C)c3)c3c2c(C)nn3-c2nc(C)cc(C)n2)c(OC)c1 (stereo not drawn)	-5%[76.3 µM]
COc1ccc(CCNC(=O)c2cc3c(=O)[nH]c4ccc(C)cc4c3s2)cc1OC	10%[76.3 µM]
Cc1nc2ccc(S(=O)(=O)CCC(=O)Nc3ccc(C)c(C)c3)cc2s1	-17%[76.3 µM]
O=[N+]([O-])c1ccc2nc(NS(=O)(=O)c3ccccc3[N+](=O)[O-])sc2c1	3%
Cc1cccc(NC(=O)C2CCN(C(=O)NC3CCCCC3)CC2)c1	-3%
Cc1ccccc1OCCN1CCCC1	-1%[76.3 µM]
CC(=O)NC(Cc1ccccc1C)C(=O)NC1CCN(C(=O)NCc2ccccc2)CC1 (stereo not drawn)	2%[76.3 µM]
CC(C)n1c(SCC(=O)N2CCN(C)CC2)nc2c1c(=O)n(C)c(=O)n2C	-5%
O=[N+]([O-])c1ccc(CS(=O)(=O)c2ccc(Cl)cc2)cc1	0%
Cc1cccc(NC(=O)c2cccc(OC(=S)N3CCOCC3)c2)c1C	-10%[76.3 µM]
CCC(=O)N1CCc2cc(Br)cc(S(=O)(=O)CCC(=O)NCCc3ccc(OC)c(OC)c3)c21	-1%[76.3 µM]
COc1cc(/C=C/c2nc3ccccc3c(=O)[nH]2)ccc1OC(F)F	1%
COc1ccc(-c2cc(C(=O)N3CCCCCC3)no2)cc1	9%
Cc1ccc(S(=O)(=O)CCC(=O)c2ccc(F)cc2)cc1	-1%[76.3 µM]
CC(C)Cc1nnc(NC(=O)c2ccc3c(=O)n4c(nc3c2)CCC4)s1	-12%[76.3 µM]
Cc1sc2ncn(CC(=O)Nc3ccc(F)cc3Cl)c(=O)c2c1S(=O)(=O)N1CCN(c2ncccn2)CC1	11%[76.3 µM]
O=C(c1cccs1)N(Cc1ccc(Cl)cc1)C1CCS(=O)(=O)C1 (stereo not drawn)	5%[76.3 µM]
CCCSc1ncnc2c1c(-c1ccccc1)cn2-c1ccccc1OC	8%[76.3 µM]
COc1ccccc1C(=O)NNC(=S)NC(=O)c1cccs1	-8%[76.3 µM]
Cc1ccc(C(=O)Nc2ccc(Cl)c(-c3nc4ncccc4o3)c2)c(C)c1	14%[76.3 µM]
CCN(CC)C(=O)C(Oc1ccc(S(=O)(=O)N2CCCC2)cc1[N+](=O)[O-])c1ccccc1 (stereo not drawn)	-10%[76.3 µM]
COc1ccc(S(=O)(=O)N2CCC(C(=O)N[C@@H](C)C(=O)NCc3cccc(OC)c3)CC2)cc1	-5%[76.3 µM]
COC(=O)c1ccccc1NC(=O)CCCCCn1nnc2ccccc2c1=O	6%
COCCN(C(=O)COC(=O)C1(C)CC1(Cl)Cl)c1c(N)n(Cc2ccccc2)c(=O)[nH]c1=O (stereo not drawn)	-7%[76.3 µM]
COc1ccc(-n2ccn(Cc3ccc(C)cc3)c(=O)c2=O)cc1OC	?
O=C(CN(C(=O)c1csnn1)c1ccc(Cl)cc1)NC1CCCC1	1%
Cc1cc(C)c2c(CC(=O)NC3CCS(=O)(=O)C3)coc2c1 (stereo not drawn)	0%[76.3 µM]
CCOc1ccc2nc(N3CCC(C(=O)NC4CCCCC4)CC3)sc2c1	0%[76.3 µM]
COc1ccc(S(=O)(=O)NNC(=S)NCCc2ccccc2)c(OC)c1	-1%[76.3 µM]
Cc1cc(N2CCN(C)CC2)nc2ccc(NC(=O)CCC(=O)N3CCN(c4ccc([N+](=O)[O-])cc4)CC3)cc12	-6%
CCOC(=O)C(C)n1cnc2scc(-c3ccc(C)c(C)c3)c2c1=O (stereo not drawn)	-19%[76.3 µM]
